TDP43 rescue: TDP-43 toxicity inhibition in yeast. Potency, µM (doses to about 46.1 µM), without a hit: at the highest dose growth rescue (activation), usual class: activators. TDP-43 expressing yeast growth rescue, BacTiter-Glo, 24 h. AID 652104. 410,000 compounds, 1.8% hits; also: potency is read from the fitted curve at half-maximal effect; % of control where 0% means no effect; nearly all actives have a fitted effect of over 50% in size
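Yeast cells expressing TDP-43 under galactose induction are exposed to compounds for 24 hr at 30 deg C. BacTiter-Glo luminescence measures growth, so protective compounds score as activators.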
D3 ag: activates the human D3 dopamine receptor. P35462. D3R DiscoveRx beta-arrestin cells, luminescence, 90 min. max activation, %. 410,000 compounds, 0.58% hits. AID 652048; in the data active = max activation above about 30%; also: 0% is about no effect; mostly tested at two doses, the higher about 12 µM
Target sequence (P35462 whole entry, looked up): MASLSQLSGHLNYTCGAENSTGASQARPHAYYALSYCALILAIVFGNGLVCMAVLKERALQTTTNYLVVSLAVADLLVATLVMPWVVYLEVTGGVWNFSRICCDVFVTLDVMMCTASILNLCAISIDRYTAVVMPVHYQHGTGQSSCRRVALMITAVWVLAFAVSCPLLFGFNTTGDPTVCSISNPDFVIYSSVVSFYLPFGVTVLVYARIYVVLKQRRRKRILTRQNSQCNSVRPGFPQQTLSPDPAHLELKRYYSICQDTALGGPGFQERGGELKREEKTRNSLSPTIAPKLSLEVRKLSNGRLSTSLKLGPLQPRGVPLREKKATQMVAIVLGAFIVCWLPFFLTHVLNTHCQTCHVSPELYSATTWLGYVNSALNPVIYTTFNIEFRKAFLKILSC
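Agonist mode: compounds and dopamine controls were applied to plated cells for 90 min at 37 degrees C after an overnight attachment at 1500 cells/well. Luminescent read-out followed 30 - 60 minutes at room temperature with DiscoveRx detection reagent.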
aSyn rescue: inhibitors of alpha-synuclein toxicity in yeast; Yeast expressing alpha-synuclein, growth rescue, BacTiter-Glo, 24 h; Potency, µM (doses to about 46.1 µM), without a hit: at the top dose growth rescue (activation), hits mostly activators; 370,000 compounds, 0.14% hits; also: potency is read from the fitted curve at half-maximal effect; % of control where 0% means no effect; nearly all actives have a fitted effect of over 65% in size
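Screening used galactose-induced yeast with toxic alpha-synuclein levels, exposed to compound for 24 hr at 30 deg C. Cell growth, read with BacTiter-Glo luminescence, gave the measured signal.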
Abeta yeast res: restores growth of yeast expressing A-beta42 peptide; yeast expressing A-beta42, growth rescue, OD600, 48 h; response scale: 0% DMSO, 100% iron-clioquinol control; Potency, µM (series often up to 46.1 µM), inactives show top-dose growth rescue, usual class: activators; 410,000 compounds, 0.063% hits; also: potency is read from the fitted curve at half-maximal effect; nearly all actives have a fitted effect of over 55% in size
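Growth rescue measured by 600 nm absorbance after 48 h yeast culture at 30 C with compound. Values normalized between DMSO and an equimolar ferric chloride plus clioquinol control.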
D3 antag: antagonists of human D3 dopamine receptor; P35462; D3R cells, DiscoveRx beta-arrestin luminescence, antagonist mode; stronger effect = lower value; max response, negative = inhibition, %; 360,000 compounds, 2.5% hits; AID 652054; in the data active = max response below about -50%; inconclusive = no clear call, values can overlap the other calls; also: % is scaled to controls: 0 for no effect and ±100 for the full control effect; mostly tested at two doses, the higher about 12 µM
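Cells expressing the human receptor were seeded at 1500 cells/well, incubated overnight at 37 degrees C in 5% CO2, then exposed to library compounds with dopamine controls for 90 minutes at 37 degrees C before luminescent detection.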
FUS suppressor: FUS proteinopathy suppression in yeast; S. cerevisiae FUS-expressing, growth rescue, OD600, 24 h; Potency, µM (series often up to 76.6 µM), without a hit: top-dose growth rescue (activation), hits mostly activators; 390,000 compounds, 0.24% hits; AID 1347120;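 also: potency is read from the fitted curve at half-maximal effect; plate controls were DMSO vehicle for no effect and reference control for full effect; nearly all actives have a fitted effect of over 55% in size; some results filed as inactive show a strong effect at the top dose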
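Restored growth of FUS-toxic S. cerevisiae, read as 600 nm absorbance after 24 h at 30C in galactose medium (starting OD 0.005). Controls CP55940 and DMSO.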
EPAC2 ag: agonists of human EPAC2 (RAPGEF4); Q8WZA2; EPAC2 activation, biochemical qHTS; response scale: 100% = 6.5 mM cAMP response; Potency, µM (titrated, usually from 154 µM), for the others: top-dose activation, hits mostly activators; 360,000 compounds, 0.079% hits; AID 720711; also: potency is read from the fitted curve at half-maximal effect; nearly all actives have a fitted effect of over 50% in size
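Compounds were added across a concentration range to EPAC2 (100 nM), RAP1B-BODIPY-GDP (250 nM) and GDP (50 uM). After 5 min at room temperature, fluorescence was recorded at 5-min intervals for 30 min.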
EPAC2 antag: antagonists of human EPAC2. 360,000 compounds, 0.18% hits. Potency, µM (titrated, usually from 114 µM), for inactives: at the top dose activity, negative = inhibition, actives largely listed as inhibitors. EPAC2 GEF exchange of Rap1B-BODIPY-GDP, fluorescence. Q8WZA2; also: potency is read from the fitted curve at half-maximal effect; % is scaled to controls: 0 for no effect and ±100 for the full control effect; nearly all actives have a fitted effect of over 45% in size; many of its hits are not listed in these tables
The depositor's hits bear a star; ? = inconclusive; · = no result given; [ ] = remark or other dose. Unless noted, calls follow the shape of the dose curve; as a rule, active = well fitted curve in the direction sought with a large enough effect; inconclusive = small, poorly fitted or top-dose-only effect, or another doubt; inactive = no such curve, though single readings can be large; an effect the other way counts as inactive or inconclusive.

Below each compound – EPAC2 antag, EPAC2 ag, D3 antag, FUS suppressor, D3 ag, aSyn rescue, TDP43 rescue, Abeta yeast res
CC(OC(=O)c1ccc(Cl)c(S(N)(=O)=O)c1)C(=O)NCc1ccc2c(c1)OCO2 (stereo not given)
→ -6%, 9%, 0, 32%, -6, 1%, 0%, -5%
COc1ccc(/C=N/NC(=O)Nc2cccc3nsnc23)cc1
→ 8%, -12%, 8, 3%, -2, 6%, -16%, -8%
Cc1ccc2nc(N3CCN(Cc4ccc(F)cc4)C3=O)c(C)cc2c1
→ -8%, -9%, 10, 35%, -2, -9%, 10%, -35%[inhibitor]
COc1ccc(Cl)cc1N1C(=O)/C(=C/c2sccc2C)N=C1SCC(=O)NC1CC1
→ 1%, 20%, ?, ?, -12, 0%, -22%, -15%
O=C(Cn1c(-c2ccc(Cl)cc2)noc1=O)N1CCN(c2ccccc2F)CC1
→ -1%, 10%, 18, 29%, 5, 8%, ?, 9%
Cc1ccc(Cl)cc1N1CCN(C(=O)C2CCCN(S(=O)(=O)c3ccc(Br)s3)C2)CC1 (stereo not given)
→ ·, ·, ·, 39%, 1, ·, 16%, -9%
COc1ccc(Cl)cc1N(CC(=O)N1CCN(Cc2ccccc2)CC1)S(C)(=O)=O
→ 3%, 11%, -57*, 3%, -9, -12%, 2%, 0%
CCOc1ccccc1C1C(C(N)=O)=C(C)Nc2nc(-c3ccc(OC)cc3)nn21 (stereo not given)
→ -2%, 9%, -22, -3%, -6, -3%, -1%, 10%
COc1ccc(NC(=O)c2c(NCc3cccc(F)c3)sc3c2CCC3)c(OC)c1
→ ·, ·, ·, ?, 0, ·, 13%, 2%
CNc1cc(-c2cnn(CC(C)C)c2)ncn1
→ 6%, 4%, 3, -8%, -4, -6%, 10%, -8%
COc1nc(-c2ccccc2)nnc1-c1ccccc1
→ -1%, 13%, 9, 1%, 5, 5%, ?, -22%
COCCN(C(=O)CCSc1ccc(F)cc1)c1c(N)n(Cc2ccccc2)c(=O)[nH]c1=O
→ -1%, 2%, 15, ·, 1, -6%, 13%, 2%
c1cncc(CNC2CCCc3ccccc32)c1 (stereo not given)
→ -5%, 2%, -17, 39%, -20, -9%, -12%, 12%
COc1ccc(-c2cc(C(F)(F)F)nc(SCC(=O)NCc3ccc(Cl)cc3)n2)cc1
→ ·, ·, ·, -15%, -1, ·, ?, 8%
O=C(O)CC1=C(O)C(=O)N(c2ccccc2)C1c1ccccc1 (stereo not given)
→ 5%, 1%, -5, 10%, -1, -7%, -8%, -16%
CN(Cc1ccccc1)C(=O)c1ccccc1NC(=O)c1ccccc1
→ 2%, 4%, -9, 13%, 4, 3%, -15%, 2%
CN(C)c1nc(N)ncc1-c1ccc(Oc2ccccc2)cc1
→ 5%, 8%, -19, 4%, -3, -12%, 0%, -2%
C#CCNC(=O)C1=C[C@H](c2csc3ccccc23)[C@@H](CCCO)[C@H](OCC)O1
→ -11%, 8%, ?, 20%, -20, -13%, 7%, -6%
CCc1ccc(C(=O)NNC(=O)c2cc(S(=O)(=O)N(C)C)ccc2N2CCCC2)cc1
→ 9%, -4%, 5, 12%, -1, -3%, 11%, 4%
COc1cnc(-c2ccccn2)nc1NC(C)C
→ 4%, 10%, ?, 1%, -18, -4%, -22%, 0%
CN1CCN(CC2(O)CCN(S(=O)(=O)c3ccc(Cl)cc3)CC2)CC1
→ 2%, 2%, -15, 10%, 6, 0%, 5%, 9%
COc1ccc(CC(=O)NC(C)c2nnc(SCC(=O)c3ccc(OC)cc3)n2C)cc1 (stereo not given)
→ 9%, -4%, -7, 12%, 8, -4%, 22%[9.22 µM], 9%
COc1ccc(CCNc2cc(N3CCN(C(=O)c4ccccc4F)CC3)ccc2[N+](=O)[O-])cc1OC
→ -6%, 14%, 15, 8%, 7, 1%, -14%, -3%
Cc1cccc(CC2SC(N)=NC2=O)c1 (stereo not given)
→ 10%, 4%, 5, -3%, 15, 1%, -8%, 3%
Cc1ccc(C(=O)n2cnc3ccccc32)cc1C
→ 6%, 4%, 2, 21%, -9, -3%, 11%, -35%[inhibitor]
Fc1ccc(-c2ccc(CNCCSc3nnnn3-c3ccccc3)o2)cc1Cl
→ ·, ·, ·, 15%, -17, ·, -1%, -32%
O=C(COCc1cc(-c2cccs2)on1)N1CCN(c2ccc(F)cc2)CC1
→ ·, ·, ·, 13%, -8, ·, 16µM*, -3%
Cc1cccc(NC(=O)c2nc[nH]c2C(=O)NC2CCN(C(=O)OC(C)(C)C)CC2)c1
→ -1%, -21%, -9, -6%, 6, -12%, 10%, -7%
CN(Cc1ccccc1)c1nc(N)c([N+](=O)[O-])c(Nc2cccc(F)c2)n1
→ -7%, 2%, 8, 28%, -6, ·, 7%, 1%
Cc1ccc2oc(=O)c3cc(C(=O)N4CCN(C)CC4)sc3c2c1
→ 11%, 4%, -13, -1%, -3, -3%, -11%, -10%

Among those listed so far, 2 have an NH in an aromatic ring.
Below each compound – EPAC2 antag, EPAC2 ag, D3 antag, FUS suppressor, D3 ag, aSyn rescue, TDP43 rescue, Abeta yeast res
COCCN(C(=O)CCSc1ccc(F)cc1)c1c(N)n(Cc2ccccc2)c(=O)[nH]c1=O
→ -1%, 2%, 15, ·, 1, -6%, 13%, 2%
Cc1cccc(NC(=O)c2nc[nH]c2C(=O)NC2CCN(C(=O)OC(C)(C)C)CC2)c1
→ -1%, -21%, -9, -6%, 6, -12%, 10%, -7%

Rewritten with bars between the fields: entries from further up.
SMILES | EPAC2 antag | EPAC2 ag | D3 antag | FUS suppressor | D3 ag | aSyn rescue | TDP43 rescue | Abeta yeast res
CN1CCN(CC2(O)CCN(S(=O)(=O)c3ccc(Cl)cc3)CC2)CC1 | 2% | 2% | -15 | 10% | 6 | 0% | 5% | 9%
COc1ccc(CC(=O)NC(C)c2nnc(SCC(=O)c3ccc(OC)cc3)n2C)cc1 (stereo not given) | 9% | -4% | -7 | 12% | 8 | -4% | 22%[9.22 µM] | 9%
COc1ccc(CCNc2cc(N3CCN(C(=O)c4ccccc4F)CC3)ccc2[N+](=O)[O-])cc1OC | -6% | 14% | 15 | 8% | 7 | 1% | -14% | -3%
Cc1cccc(CC2SC(N)=NC2=O)c1 (stereo not given) | 10% | 4% | 5 | -3% | 15 | 1% | -8% | 3%
Cc1ccc(C(=O)n2cnc3ccccc32)cc1C | 6% | 4% | 2 | 21% | -9 | -3% | 11% | -35%[inhibitor]
Fc1ccc(-c2ccc(CNCCSc3nnnn3-c3ccccc3)o2)cc1Cl | · | · | · | 15% | -17 | · | -1% | -32%

Later entries
Below each compound – EPAC2 antag, EPAC2 ag, D3 antag, FUS suppressor, D3 ag, aSyn rescue, TDP43 rescue, Abeta yeast res
CCC(=O)n1nc(-c2ccccc2)nc1SCC(=O)Nc1ccc(C)cc1
→ 15%[57.1 µM], 4%, -19, 18%, -5, -6%, -5%, 7%
O=C1c2cccc3cccc(c23)C(=O)N1CCc1ccccc1
→ 7%, 9%, 15, 16%, 5, 0%, 1%, -2%
CCOc1ccc(CC(=O)NCCS(=O)(=O)N2CCN(c3ccc(OC)cc3)CC2)cc1
→ ·, ·, ·, -6%, 15, ·, 17%, 6%
CN(CCc1cnn(C)c1)Cc1nc(CC2CC2)no1
→ -6%, 4%, 15, -7%, -5, 0%, 13%, 6%
O=C1CN(C(=O)COC(=O)CCC(=O)c2ccc(F)cc2)c2ccccc2N1
→ 2%, 1%, 20, -5%, -11, 1%, 7%, 5%
COc1ccc(CNCc2ccc([N+](=O)[O-])cc2)cc1OC
→ 16%, 8%, -6, -11%, -8, 0%, 5%, 4%
N=c1sccn1CC(=O)Nc1cc(S(=O)(=O)N2CCCC2)ccc1Cl
→ 10%, 9%, -17, 19%, -9, 3%, 8%, -6%
CCOC(=O)c1c(C)n(-c2ccccc2)c2ccc(OC(=O)c3ccc(OCC)c(OCC)c3)cc12
→ ·, ·, ·, 23%, -16, ·, 10%, -11%
O=C1CC(N2CCc3ccccc32)C(=O)N1c1ccc(F)cc1 (stereo not given)
→ 8%, -3%, 15, 6%, 2, 5%, 12%, ?
CCOc1ncccc1C(=O)N1CCN(C(=O)c2ccccc2)CC1
→ -5%, 1%, -3, 2%, 4, -8%, -5%, 27%
Cc1ccnc(NC(=O)CCS(=O)(=O)c2ccccc2)c1
→ 3%, 3%, 6, 5%, -7, -3%, -5%, 0%
COc1ccc(C(=O)N2c3ccc(C)cc3C(C)(c3ccccc3)CC2(C)C)cc1 (stereo not given)
→ ·, ·, ·, 11%, -5, ·, -12%, 9%
Cc1ccc2c(c1)N(CC(=O)NC1CCCC(C)C1C)C(=O)c1cccnc1O2 (stereo not given)
→ -4%, -4%, 10, 16%, 2, -12%, 2%, -9%
Cc1c(Cl)ccc2c1NC(=O)[C@]21N[C@@H](CCC(N)=O)[C@H]2C(=O)N(c3ccc(F)cc3)C(=O)[C@H]21
→ -2%, -6%, 18, 21%, 4, 6%, 4%, 7%
Cc1ccc2c(c1)-c1nc(-c3ccc4c(c3)NC(=O)CO4)cc(-c3ccc(F)cc3)c1CO2
→ ·, ·, ·, 20%, 9, ·, 14%, -12%
CCCc1nc2cc(C)c(Br)c(C)n2c1Cc1ccc(OC)cc1C
→ -10%, 12%, 19, 7%, 5, -4%, ?, 21%
Cc1ccc2c(c1)=N/C(=N\c1[nH]c(O)c3ccccc13)N=2
→ 12%, -17%, -16, -8%, 0, -25%, ?, -79%[inhibitor]
O=C(NCc1ccccc1)C(c1cccnc1)N(C(=O)c1csnn1)c1ccccc1 (stereo not given)
→ 1%, 3%, -1, -26%, 10, -6%, 3%, -2%

2 compounds picked at random from the list so far:
Below each compound – EPAC2 antag, EPAC2 ag, D3 antag, FUS suppressor, D3 ag, aSyn rescue, TDP43 rescue, Abeta yeast res
CCOc1ccc(CC(=O)NCCS(=O)(=O)N2CCN(c3ccc(OC)cc3)CC2)cc1
→ ·, ·, ·, -6%, 15, ·, 17%, 6%
Cc1ccnc(NC(=O)CCS(=O)(=O)c2ccccc2)c1
→ 3%, 3%, 6, 5%, -7, -3%, -5%, 0%

Assay outcomes: PubChem BioAssay, National Center for Advancing Translational Sciences (NCATS)

An excerpt; count on the stated rates, not on these rows.
